procasp7 counter – counter-screen for procaspase-3 activators: activators of human procaspase-7; P55210; recombinant procaspase-7, Ac-DEVD-pNA absorbance 405 nm; D23A/D198A/D206A triple mutant, cannot self-cleave; scale: DMSO 0, 5 µM enzyme 100; activation, % at 8.5 µM; 330,000 tested, 0.093% active;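 active = percent activation above the screen-wide mean plus 3 SD, cut at about 25% in these data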
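Material: Procaspase-7 triple mutant (PC-7 D3A) | Quantity: 2 µM procaspase-7 mutant as dispensed | Reagent: DEVD-pNA substrate | Times: 1 h preincubation, 2 h reaction | Technique: 405 nm absorbance of p-nitroaniline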
Fh CTSL1 inh – counter-screen for PFM18AAP inhibitors: inhibitors of F. hepatica cathepsin L1; recombinant F. hepatica cathepsin L1, Z-Leu-Arg-MCA fluorescence; inhibition, % at 5.96 µM; 300,000 tested, 0.49% active; AID 1906;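 active = inhibition above the mean of all tested compounds plus 3 SD, set per screening campaign, cut at about 17% in these data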;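 note: 0% = plate median of test compound wells and 100% = 1 µM Z-Phe-Ala-diazomethylketone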
procasp3 activ – procaspase-3 (human) activation; recombinant procaspase-3 D3A, Ac-DEVD-pNA absorbance 405 nm; 330,000 tested, 0.11% active; activation, % at 8.5 µM; AID 463141;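 active = activation above the mean of all tested compounds plus 3 SD, cut at about 21% in these data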;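 note: 0% = DMSO alone and 100% = DMSO wells spiked with extra 5 µM PC-3 D3A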
Target sequence (P42574 whole entry D9A/D28A/D175A): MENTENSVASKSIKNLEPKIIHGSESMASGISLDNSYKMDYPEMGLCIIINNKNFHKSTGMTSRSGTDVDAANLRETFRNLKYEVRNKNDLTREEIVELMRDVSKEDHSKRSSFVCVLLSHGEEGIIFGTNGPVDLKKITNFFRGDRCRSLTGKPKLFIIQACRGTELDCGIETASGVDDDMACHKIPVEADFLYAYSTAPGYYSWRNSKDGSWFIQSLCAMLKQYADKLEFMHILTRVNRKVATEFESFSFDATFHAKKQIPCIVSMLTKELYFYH
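Compound: 8.5 µM single point, 0.8% DMSO / Material: Autoprocessing-dead procaspase-3 D3A mutant enzyme / Timing: 1 h preincubation plus 2 h reaction at 25 °C / Medium: Zinc-free HEPES/NaCl buffer with 0.01% Triton X-100 at pH 7.4 / Technique: 405 nm absorbance of p-nitroaniline, reads at 0 and 120 min / Repeats: one well per compound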
GRK2 inh – human GRK2 inhibition via aptamer displacement. 330,000 tested, 0.59% active. inhibition of aptamer binding, % at 10 µM. AID 488847. bead flow cytometry, FAM-aptamer displacement from GRK2;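 active = inhibition of aptamer binding above 40%, roughly 3 SD of noise, on plates passing a quality check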;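 note: median bead fluorescence of bound FAM aptamer so fluorescent compounds give negative values; no value below 0 was filed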
VLA-4 inh – inhibition in a human VLA-4 binding assay. P13612. VLA-4 expressing cells, ligand binding flow cytometry. inhibition, % (about 7 µM as worked out from the volumes in the protocol). 330,000 tested, 0.2% active; in the data active = inhibition above about 50%
GASC-1 inh – inhibitors of human GASC-1 (JMJD2C) demethylase; Q9H3R0; GST-JMJD2C(1-420) H3K9me3 demethylation, DELFIA europium; inhibition, % at 2.35 µM; 330,000 tested, 0.069% active; AID 2099;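 active = more than half of a compound's replicate wells show inhibition beyond 50%, single wells judged on their own value; inconclusive = some, but no more than half, of replicates pass 50% inhibition; inactive = no replicate passes 50% inhibition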;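 note: signal counts dimethyl H3K9 product captured on neutravidin plate; 0% = median of DMSO wells and 100% = 0.3 times that DMSO median; strong numbers were not always called active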
Target sequence (Q9H3R0 1-420 limits assumed): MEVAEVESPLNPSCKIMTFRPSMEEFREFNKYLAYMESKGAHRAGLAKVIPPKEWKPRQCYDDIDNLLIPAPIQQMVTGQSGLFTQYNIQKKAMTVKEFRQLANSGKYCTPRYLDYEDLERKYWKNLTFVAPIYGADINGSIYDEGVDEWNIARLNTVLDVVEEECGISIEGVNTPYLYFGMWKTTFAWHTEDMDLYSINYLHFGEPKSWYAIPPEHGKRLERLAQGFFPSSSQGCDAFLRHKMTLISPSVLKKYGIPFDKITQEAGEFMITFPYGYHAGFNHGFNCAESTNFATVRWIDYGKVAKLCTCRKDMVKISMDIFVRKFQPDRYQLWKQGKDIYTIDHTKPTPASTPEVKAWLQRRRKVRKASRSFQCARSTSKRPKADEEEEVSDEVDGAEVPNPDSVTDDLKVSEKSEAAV
PP5 primary – blocks human protein phosphatase 5 activity | purified PP5c, OMFP substrate fluorescence | inhibition, % at 6.7 µM | 320,000 tested, 0.18% active | AID 1987;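 active = inhibition above the campaign's mean inhibition across all tested compounds plus 3 SD, cut at about 9.5% in these data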;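 note: 0% = DMSO only and 100% = 100 µM cantharidin control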
core dimer inh – blocks dimerization of HCV core protein | TR-FRET GST/Flag-core106 dimerization, 1536-well | inhibition, % at 5 µM | 300,000 tested, 0.33% active | AID 1899;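 active = inhibition above the mean of all tested compounds plus 3 SD, set per screening campaign, cut at about 45% in these data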
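Material: Tagged HCV core106 pair (GST and Flag) | Amount: GST-core106 13.5 nM, Flag-core106 17 nM | Medium: KF-containing HEPES buffer, pH 7.45, DTT, CHAPS, BSA | Reagent: Eu donor and XL665 acceptor anti-tag antibodies | Schedule: 4 h at 22.5 °C | Technique: Time-resolved FRET, ex 340 nm, em 617 and 671 nm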
PP1 counter – blocks human PP1-alpha phosphatase, a PP5 counter-screen; inhibition, % at 6.7 µM; purified PP1alpha, OMFP fluorescence; P62136; 320,000 tested, 0.9% active;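 active = inhibition above the mean inhibition of all tested compounds plus 3 SD, computed separately for each screening campaign, cut at about 15% in these data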
Target sequence (P62136 whole entry, looked up): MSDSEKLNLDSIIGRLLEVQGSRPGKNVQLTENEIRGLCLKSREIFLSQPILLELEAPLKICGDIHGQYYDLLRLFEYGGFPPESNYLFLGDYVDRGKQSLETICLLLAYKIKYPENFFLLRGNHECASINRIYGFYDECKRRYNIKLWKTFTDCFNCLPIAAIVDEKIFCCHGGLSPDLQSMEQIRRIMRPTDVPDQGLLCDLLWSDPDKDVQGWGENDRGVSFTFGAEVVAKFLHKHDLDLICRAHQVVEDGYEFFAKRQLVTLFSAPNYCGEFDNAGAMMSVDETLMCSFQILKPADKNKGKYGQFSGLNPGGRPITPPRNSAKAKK
Starred values were filed as active, the others as inactive; ? = inconclusive; . = no result given.

SMILES	procasp7 counter	Fh CTSL1 inh	procasp3 activ	GRK2 inh	VLA-4 inh	GASC-1 inh	PP5 primary	core dimer inh	PP1 counter
CN(Cc1nc(-c2ccccc2)no1)C(=O)c1ccco1	-5	-1	11	0	1	3	-1.5	5	-4
Cc1cc(=O)oc2c(C)c(OCC(=O)N3CCN(c4cccc(Cl)c4)CC3)ccc12	6	2	-5	1	-7	-21	3.6	18	4
CCN(CC)CCOC(=O)c1ccc(NC(=O)C(C)NC(=O)C23CC4CC(CC(C4)C2)C3)cc1 (stereo not given)	-6	7	1	0	-4	-91	-8.1	-7	-5
Cc1ccc2nc(-c3ccc(S(=O)(=O)N4CCCCC4)cc3)cn2c1	4	-3	2	0	3	6	-0.8	11	-1
O=C(Nc1ccc2c(c1)ncn2-c1ccccc1)c1ccco1	-6	3	-2	0	-12	2	1.9	6	0
CCOC(=O)Nc1cc(NC(=O)OCC)c(C)nc1C	13	0	0	3	8	1	-1.7	2	-6
CS(=O)(=O)N(CC(=O)Nc1ccccc1)c1cccc(Cl)c1Cl	5	1	-4	1	19	?	1.7	-2	2
Cc1cc(NC(=O)C(C)SCC(=O)N(C)Cc2c(F)cccc2Cl)no1 (stereo not given)	7	.	-3	2	3	3	.	.	.
Cc1cccc(N)c1-c1c(C)cccc1N	-7	2	2	2	7	-10	0.0	2	-1
CC(C)(C(=O)c1ccccc1)/[N+]([O-])=C/c1ccc(F)cc1	-7	2	7	0	3	3	1.2	-4	0
Cc1cc(NC(=O)COC(=O)CCS(=O)(=O)c2ccc(C)c(C)c2)no1	-1	-59	1	1	2	0	1.0	-4	-3
CN(Cc1ccc(Cl)c(Cl)c1)C(=O)c1cccc(S(=O)(=O)N2CCN(Cc3ccccc3)CC2)c1	8	.	1	0	-1	3	1.7	.	1
Cc1cccc(S(=O)(=O)c2c(N)n(Cc3ccco3)c3nc4ccccc4nc23)c1	-1	1	4	0	6	-36	3.9	17	6
CSCCC(NC(=O)C1CCC(C)CC1)C(=O)N1CCN(c2ccccn2)CC1 (stereo not given)	10	4	1	1	2	-1	-0.3	0	-3
COc1cc(NC(=O)COC(=O)CCOc2ccc(C)cc2)cc(OC)c1	10	-7	-1	0	14	-16	5.0	12	-1
Cc1sc2ncnc(N3CCC(C(=O)N(C)CC(=O)Nc4ccc(Cl)c(C(F)(F)F)c4)CC3)c2c1C	6	2	5	1	2	-3	1.0	-7	-3
CCn1nc(C(=O)OCc2c(C)noc2C)c2ccccc2c1=O	11	0	2	0	-4	-2	-0.5	4	2
COc1ccc(N(C(=O)c2ccco2)C(C(=O)NC2CCCC2)c2cccs2)cc1 (stereo not given)	-3	0	-1	0	6	-6	-0.4	6	3
CNC(=S)Nc1ccc([N+](=O)[O-])cc1C	1	0	-1	0	20	?	-1.0	-1	1
COc1ccc2ccccc2c1CNC(=O)CC1C(=O)NCCN1CC(C)C (stereo not given)	-6	13	-11	0	-23	-4	2.9	2	4
Cc1ccccc1NS(=O)(=O)c1ccc(C(=O)NNC(=O)c2ccccc2O)cc1	6	-1	3	4	-6	19	1.1	-1	-2
COc1ccc(/C=[N+](\[O-])C2N(c3ccccc3)C(=S)SC2(C)C)cc1OC (stereo not given)	1	-2	6	0	-1	-17	1.9	0	-5
CC1Cc2ccccc2N1CC(=O)Nc1ccc(N2CCOCC2)cc1 (stereo not given)	10	0	-3	1	28	7	0.4	3	-2
CCOC(=O)Cc1csc(NC(=O)c2sc3nc4cc(C)ccc4cc3c2N)n1	-13	5	-9	0	-143	11	1.1	-9	28*

Gathered by group: the entries above containing two or more sulfur atoms (2)
SMILES	procasp7 counter	Fh CTSL1 inh	procasp3 activ	GRK2 inh	VLA-4 inh	GASC-1 inh	PP5 primary	core dimer inh	PP1 counter
COc1ccc(/C=[N+](\[O-])C2N(c3ccccc3)C(=S)SC2(C)C)cc1OC (stereo not given)	1	-2	6	0	-1	-17	1.9	0	-5
CCOC(=O)Cc1csc(NC(=O)c2sc3nc4cc(C)ccc4cc3c2N)n1	-13	5	-9	0	-143	11	1.1	-9	28*

The main list resumes with the two entries that preceded the break.
SMILES	procasp7 counter	Fh CTSL1 inh	procasp3 activ	GRK2 inh	VLA-4 inh	GASC-1 inh	PP5 primary	core dimer inh	PP1 counter
CC1Cc2ccccc2N1CC(=O)Nc1ccc(N2CCOCC2)cc1 (stereo not given)	10	0	-3	1	28	7	0.4	3	-2
CCOC(=O)Cc1csc(NC(=O)c2sc3nc4cc(C)ccc4cc3c2N)n1	-13	5	-9	0	-143	11	1.1	-9	28*
CCOC(=O)Cn1nc(C)cc1NC(=O)c1cc(OC)c(OC)c(OC)c1	-2	-3	-8	3	-2	1	-1.3	-7	-2
COc1ccc(Nc2c3c(nc4ccccc24)CCC3)c(OC)c1	-5	1	3	0	0	3	-1.4	-1	0
CCCCNC(=O)CNC(=O)c1nn(-c2ccc(OC)c(Cl)c2)c(=O)c2ccccc12	10	2	-4	0	-1	2	0.8	-6	3
COc1ccc(C(=O)NNC(=O)CCn2nnc(-c3ccc(C)cc3)n2)cc1OC	6	-4	-2	0	-11	5	-0.9	-4	-5
COCCCNC(=O)N1c2ccccc2Sc2ccccc21	-2	0	11	3	-18	8	0.0	-9	0
COc1ccc(NC2=C(C(C)=O)C(c3ccc(OC)cc3)C(C(C)=O)C(C)(O)C2)cc1 (stereo not given)	-2	0	1	0	-5	13	3.4	2	-2
CCOc1ccc(NC(=O)CN2CCN(CC(=O)c3ccc(OC)c(OC)c3)CC2)cc1	0	3	0	0	9	9	0.5	-4	-1
CN1CCC(N(C)C(=O)CNC(=O)c2ccc(C(C)(C)C)cc2)CC1	13	-1	1	0	0	-2	-0.4	3	4
Cc1ccc(-n2c(SCC(=O)OC(C)C)nnc2-c2cnccn2)cc1	-9	0	-3	0	9	7	-0.3	-5	-3
CC1CCN(Cc2c(C(=O)N/N=C/c3ccc(C(C)C)cc3)nnn2-c2nonc2N)CC1	-13	6	-1	0	15	-6	5.2	15	3
COc1ccc(OC)c(N(C(=O)c2snc(C(N)=O)c2N)C(C(=O)NCC2CCCO2)c2ccc3ncccc3c2)c1 (stereo not given)	3	-4	-4	50*	15	-18	0.2	-4	-3
NC(=O)Cn1c(=O)n(Cc2ccccc2)c(=O)c2cccnc21	-1	-3	0	0	9	2	0.7	-4	-1
CCOc1ccc(NC(=O)c2cc(S(=O)(=O)N3CCOCC3)cn2C)cc1	-16	-1	1	10	-6	11	-6.0	-5	5
O=C1C=C(c2ccc(-c3ccccc3)c(F)c2)C[C@@H](c2ccc3c(c2)OCO3)C1	-1	.	5	0	-19	4	2.4	.	0
O=C(c1ccc(Cl)s1)N1CCN(c2ncccn2)CC1	14	-1	2	3	-1	-2	1.2	-1	0
C=CCNc1ncnc2c1[nH]c1ccc(Cl)cc12	0	-1	8	0	13	0	0.9	0	-1
COc1cc(/C=N/NC(=O)c2c(-c3ccccc3)noc2C)ccc1O	-3	0	3	0	6	-4	1.1	0	-1
CCOC(=O)N1CCN(C(=O)c2ccc3c(SCC(=O)O)c4c(nc3c2)CCCC4)CC1	1	2	-1	0	13	9	-0.8	3	-1
O=C(OCC(=O)N1CCCC1)c1cc(F)c(F)cc1Cl	-7	4	8	0	-5	18	-0.3	1	-4
Cc1cc2cc(C)c3nnc(SCC(=O)Nc4ccc(S(=O)(=O)N5CCCCC5C)cc4)n3c2cc1C (stereo not given)	3	1	8	0	10	1	-1.4	2	0
CN(C)S(=O)(=O)c1ccc(C(=O)Nc2ccn(C)n2)cc1	-1	-3	6	2	15	-7	-0.8	-3	-2
Cc1cccn2c(=O)nc(SCC(=O)Nc3cccc4ccccc34)nc12	-7	1	-14	1	2	-1	-2.2	2	-1
CCCn1c(C)cc(C(=O)CN2C(=O)c3cccc(N)c3C2=O)c1C	0	-1	5	0	1	.	2.7	-6	-12
COc1cc(OC)cc(C(=O)Nc2ccc3c(c2)COC3=O)c1	-5	-2	6	4	-6	23	2.0	10	-6
Nc1nnc(SCC(=O)OCC(=O)c2ccccc2)s1	1	-11	-7	2	15	-1	0.7	-1	-5
CCOC(=O)c1c(C)[nH]c(C)c1S(=O)(=O)N1CCOCC1	1	-4	6	1	34	-7	-3.3	-2	-3
O=C(CN1C(=O)NC2(CCCC2)C1=O)Oc1ccc2ccc(=O)oc2c1	12	.	15	0	-38	.	4.8	.	-4
Cc1cccc(OCC(=O)Nc2ccc3c(c2)nc(CCN2CCCCC2)n3C)c1	3	3	11	0	9	7	1.5	2	0
CC(=O)c1ccc(N2CCN(S(=O)(=O)c3ccc4c(c3)CC(=O)N4C)CC2)cc1	4	2	1	0	-2	1	-2.2	28	21*
Cc1cc2ncn(-c3nnnn3-c3ccccc3)c2cc1C	5	0	2	4	36	4	0.8	-4	1
Cc1ccc(NC(=O)c2ccc(S(=O)(=O)N3CCC(C)CC3)cc2)cc1	16	1	-6	0	22	-3	0.3	3	2
CCc1nnc(SCc2ccc(OC(C)C)cc2)n1N	9	0	1	1	20	2	0.1	-5	-3
Cc1cccc(NC(=O)NC(=S)NC(=O)c2ccccc2)c1	-5	2	-1	2	2	1	-1.6	11	3
O=C(c1cnn(Cc2ccccc2)c1)N1CCN(S(=O)(=O)/C=C/c2ccccc2)CC1	4	.	4	2	6	2	-0.9	.	-3
Cc1cc(C)nc(NC(=O)c2ccccc2O)n1	13	4	5	0	1	-4	-0.7	-10	0
COc1ccc(C2=NOC(C(=O)NCc3ccc(F)cc3)C2)cc1 (stereo not given)	10	-7	6	0	19	5	1.8	3	-4
COc1cc(OC)c2c(c1)O/C(=C\c1ccccc1)C2=O	-1	-4	-5	0	1	-4	0.1	-1	0
COC(=O)c1cc(C)sc1NC(=O)CCc1ccccc1	0	0	4	0	4	5	2.3	-12	4
CCOC(=O)c1c(NC(=O)CN2C(=O)NC(C)(c3ccc(OC(F)F)cc3)C2=O)sc(C)c1C (stereo not given)	-1	1	-2	0	29	6	8.5	10	3
C=CCN1C(=O)/C(=C2/Sc3ccc(OC)cc3N2C)SC1=Nc1ccccc1	11	-2	2	0	-12	-14	0.3	0	5
O=C(Nc1ccc(C(=O)N2CCOCC2)cc1)c1cc(-c2cccnc2)nc2ccc(Cl)cc12	-4	1	-6	2	-4	-8	4.2	1	-4
CN(Cc1ccc(F)cc1)S(=O)(=O)c1nnc(NC(=O)c2ccccc2Br)s1	6	-2	-1	2	12	3	1.3	20	-1
COc1cccc(NC(=O)C2C3CC4OC(=O)C2C4C3)c1 (stereo not given)	-1	1	-5	0	-4	5	-2.1	0	-3
Cc1ccc(Oc2ccccc2NC(=O)CN2C(=O)NC3(CCCC3)C2=O)cc1	1	-1	-7	1	2	19	-4.7	-1	-9
COc1cc(-c2nc3ccccc3s2)ccc1O	17	5	13	2	3	2	1.7	1	-3

Screens deposited in PubChem by several laboratories.
